Bioassay records: PubChem BioAssay, National Center for Advancing Translational Sciences (NCATS)
BCR signal inh – inhibitors of chronic active B-cell receptor signaling; ABC-DLBCL IkBa-CBG/CBR reporter, luminescence ratio, 4 h; Potency, µM (series often up to 46.1 µM), without a hit: top-dose ratio change, negative = lower green/red ratio, actives largely listed as inhibitors; 340,000 tested, 0.05% active; active means well fitted inhibition curve with a large enough effect in the signal ratio, with a control signal flat, not every such curve was filed as active; inconclusive means small, poorly fitted or top-dose-only effect, or effect the other way, or a change in a side signal; the % refers to the signal ratio;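 further: plate controls were basal doxycycline-induced cells for no effect and cells given 10 µM MG132 for full effect; MG132 reads +100%, hits lower the ratio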
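Cell line TMD8 (human ABC DLBCL), stably expressing tet-inducible CBG68-IkBa fusion and CBR; IMDM/0.5% FBS; cpd up to 46 uM; dox induction, 4 h, 37C/5% CO2; dual luminescence; green/red ratio; MG132 control.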
Numbers without * were called inactive; u = inconclusive. Potency means the concentration at half of the fitted maximal effect. This is a subset; count on the stated rates, not on these rows.

item	SMILES	BCR signal inh
1	Cc1cc(NC(=O)c2ccc3c(c2)N(Cc2cccc(Cl)c2)C(=O)c2ccccc2S3=O)ccc1Br (centres undefined)	10%
2	Cc1cnc(=O)[nH]c1SCC(=O)Nc1cc(C(F)(F)F)ccc1Cl	u
3	Cc1nnc(N2CCCC(C(=O)Nc3cccc(C(F)(F)F)c3)C2)c2nn(-c3ccccc3)c(C)c12 (centres undefined)	u
4	COc1ccc(-c2nc3scc(CCNS(=O)(=O)c4ccc5c(c4)OCCO5)n3n2)cc1OC	-6%
5	COc1ccc(-c2nc3sc(CCNC(=O)C(=O)Nc4ccc(OC)c(OC)c4)c(C)n3n2)cc1	u
6	Cc1ccc(CNC(=O)CCCCCn2c(=O)[nH]c3ccccc3c2=O)cc1	-2%
7	CCOC(=O)c1ccc(CN(Cc2ccccc2C)S(=O)(=O)c2ccc(C(C)(C)C)cc2)cc1	10%
8	COc1ccc(-n2ncc3c(NCCCOC(C)C)ncnc32)cc1	u
9	Cc1cccc(-c2nc3c4ccccc4n(CC(=O)Nc4cc(F)ccc4F)c(=O)n3n2)c1	3%
10	Oc1c(C(c2ccccc2)N2CCN(c3ccccc3)CC2)sc2nc(-c3ccco3)nn12 (centres undefined)	-1%
11	Cc1ccc(N2CC(NC(=O)c3ccc4c(c3)OCO4)CC2=O)cc1 (centres undefined)	-3%
12	CCc1ccccc1N1C(=O)N(Cc2ccc(C#N)cc2)c2ccccc2S1(=O)=O	12%
13	CCc1cnc2c(c1SCc1ccccc1C)c(=O)n(C)c(=O)n2C	4%
14	CCOc1cccc2sc(N(Cc3cccnc3)C(=O)c3ccc(C#N)cc3)nc12	u
15	Cc1cc(S(=O)(=O)NCC(c2ccco2)S(=O)(=O)c2ccccc2)ccc1F (centres undefined)	-2%
16	Cc1c(Cl)cccc1-n1nc(C)c2c(C)cc(=O)n(CC(=O)NCc3ccccc3)c21	-2%
17	CC(=O)c1ccc(NC(=O)CSc2nc(=O)n(Cc3ccncc3)c3c2CCC3)cc1	-12%
18	CCN(CC)C(=O)c1sc2c(c1C)c(=O)n(-c1ccc(C)c(C)c1)c(=O)n2CC(=O)Nc1ccc(OC)cc1OC	0%
19	CCOc1ccc(-c2cc(C(=O)NCc3ccc(C)cc3)c3ccccc3n2)cc1	0%
20	Cc1ccc(C)c(NS(=O)(=O)c2cc3c4c(c2)C(C)C(=O)N4CCC3)c1 (centres undefined)	16%
21	Cc1ccc(NC(=O)CSc2cn(CC(=O)N3CCCCCC3)c3ccccc23)cc1	-27%
22	O=C(Nc1ccc(F)cc1)Nc1nnc(SCC(=O)N2CCCCC2)s1	u
23	COc1cccc(CNC(=O)CSc2nc(=O)[nH]c3c2CCC3)c1	0%
24	O=C(NCc1ccccc1)C(=O)NCC(c1cccs1)S(=O)(=O)c1cccs1 (centres undefined)	-6%
25	COc1cccc(NS(=O)(=O)c2cc3c4c(c2)C(C)C(=O)N4CCC3)c1 (centres undefined)	10%
26	COc1ccc(CC(=O)NCc2ccc3c(c2)CCN3C(=O)c2ccccc2)cc1OC	-4%
27	O=C(CCC1N=C2c3ccccc3N=C(SCc3ccc(F)cc3)N2C1=O)NCCc1ccccc1 (centres undefined)	u
28	Cc1nc2nc(SCC(=O)NCCc3ccc(Cl)cc3)nn2c(C)c1Cc1c(F)cccc1Cl	6%
29	COc1ccc2nc(N(Cc3cccnc3)C(=O)C3COc4ccccc4O3)sc2c1 (centres undefined)	2%
30	O=C(Nc1ccc(Cl)c(Cl)c1)N1CCC(c2ccccc2)C1 (centres undefined)	u
31	COc1cccc(CNC(=O)C(=O)NCC(c2ccco2)S(=O)(=O)c2cccs2)c1 (centres undefined)	-4%
32	CCc1cccc(C)c1NC(=O)c1nc2ccccc2nc1N1CCCCC1	16%
33	COc1ccc(C(=O)NCc2ccc3c(c2)CCN3C(=O)c2ccc(F)cc2)cc1	u
34	Cc1ccc(CCNC(=O)c2cc(Nc3ccc(C)c(C)c3)nc3ccccc23)cc1	u
35	Cc1ccccc1CN1C(=O)c2ccccc2S(=O)c2ccc(C(=O)NCc3ccc(Cl)cc3)cc21 (centres undefined)	1%
36	Cn1c(SCC(=O)N2CCCc3ccccc32)ncc(C(=O)Nc2ccc(F)cc2)c1=O	u
37	Cc1ccccc1NC(=O)C1CCN(S(=O)(=O)c2ccccc2)CC1	-1%
38	CCc1ccc(NC(=O)CSc2c(C)cnc3c2c(=O)n(C)c(=O)n3C)cc1	0%
39	CC(=O)C1=C(c2ccc(Cl)c(Cl)c2)N(C(C)=O)n2c(nnc2C2CCCCC2)S1	-8%
40	CN(Cc1ccccc1)S(=O)(=O)c1ccc(F)c(C(=O)Nc2ccccc2C(F)(F)F)c1	-1%
41	CCOc1ccc2nc(N(Cc3cccnc3)C(=O)c3cccs3)sc2c1	u
42	CC(=O)c1cccc(NC(=O)c2nc3ccccc3nc2N2CCCCC2)c1	-10%
43	CCC(Sc1nc2c(sc3ccccc32)c(=O)n1CCc1ccc(OC)c(OC)c1)C(=O)N(CC)CC (centres undefined)	u
44	CCOc1ccc(C(=O)NCc2ccc3c(c2)CCN3C(=O)c2ccc(C)cc2)cc1OCC	15%
45	Cc1cccc(N2CCN(C(=O)CSCc3ccc(F)cc3)CC2)c1C	0%
46	Cc1ccc2c(c1)N(CC(=O)NCc1cccc(Cl)c1)C(=O)c1cccnc1O2	-6%
47	Cc1ccc(N2CC(NC(=O)c3ccccc3Br)CC2=O)cc1 (centres undefined)	8%
48	CCOc1ccc(C2=CC(c3cc(Br)ccc3F)n3ncnc3N2)cc1Cl (centres undefined)	u
49	CC(C)CNc1ncnc2c1nnn2C	12%
50	COc1ccc(-c2cc(C(C)=O)c(C)n2CCC(=O)NC2CCCCC2)cc1	u
51	Cc1ccc(NC(=O)c2oc3ccc(S(=O)(=O)N(C)C4CCCCC4)cc3c2C)c(C)c1	6%
52	Cc1ccc([N+](=O)[O-])cc1S(=O)(=O)N1CCn2cccc2C1c1ccc(F)c(F)c1 (centres undefined)	26%
53	Cc1ccc(NC(=O)CSc2nc(=O)n(CCN3CCOCC3)c3c2CCC3)c(C)c1	10%
54	Cc1ccccc1Cn1c(Oc2ccccc2F)nc2c1c(=O)n(C)c(=O)n2C	9%
55	CCOC(=O)c1c(S(=O)(=O)NCC(=O)N(C)c2ccc(C)cc2)c(C)n(C)c1C	0%
56	COc1ccc(S(=O)(=O)NCC(c2ccco2)N2CCN(c3ccccc3)CC2)cc1OC (centres undefined)	0%
57	CC(=O)c1cc2c(cc1N/C(=N/S(=O)(=O)c1ccc(C)cc1)c1ccc(F)cc1)OCO2	9%
58	COc1ccc(-c2cc(C(=O)NCCc3ccccc3)c3cc(C(C)C)ccc3n2)cc1	u
59	CCOc1cc(S(=O)(=O)NCCc2c(C)[nH]c3ccc(C)cc23)ccc1F	12%
60	CCOC(=O)c1c(C)[nH]c(C)c1S(=O)(=O)N1CCC(C(=O)N2CCN(c3ccccc3F)CC2)CC1	-11%

Arranged by SMILES length (largest number first): some entries from above
item	SMILES	BCR signal inh
18	CCN(CC)C(=O)c1sc2c(c1C)c(=O)n(-c1ccc(C)c(C)c1)c(=O)n2CC(=O)Nc1ccc(OC)cc1OC	0%
10	Oc1c(C(c2ccccc2)N2CCN(c3ccccc3)CC2)sc2nc(-c3ccco3)nn12 (centres undefined)	-1%
56	COc1ccc(S(=O)(=O)NCC(c2ccco2)N2CCN(c3ccccc3)CC2)cc1OC (centres undefined)	0%
6	Cc1ccc(CNC(=O)CCCCCn2c(=O)[nH]c3ccccc3c2=O)cc1	-2%
48	CCOc1ccc(C2=CC(c3cc(Br)ccc3F)n3ncnc3N2)cc1Cl (centres undefined)	u

(continued)
item	SMILES	BCR signal inh
61	COC(=O)c1cc(NS(=O)(=O)c2cc(Br)cc3c2N(C(C)=O)CC3)cc(C(=O)OC)c1	-9%
62	CCc1ccc(NC(=O)CSc2nc(=O)n(Cc3ccco3)c3c2CCC3)cc1	30%
63	O=C(NCCc1ccc(Cl)cc1)c1ccc(CS(=O)(=O)Cc2ccc(Cl)cc2)o1	-7%
64	Cc1ccccc1CSc1nnc2[nH]c(=O)cc(C)n12	u
65	Cc1ccccc1CSCc1ccc(C(=O)NCCc2ccccc2)o1	11%
66	CC(C)CCNc1ncnc2c1cnn2-c1cccc(Cl)c1	20%
67	CCCCN1CCCc2cc(CN(CCCN3CCOCC3)C(=O)Nc3ccc(OCC)cc3)ccc21	4%
68	CCOC(=O)c1c(S(=O)(=O)N2CCC(C(=O)N3CCN(c4ccc(F)cc4)CC3)CC2)c(C)n(C)c1C	3%
69	COc1ccc(CN(C(=O)COc2ccccc2OC)C2CCS(=O)(=O)C2)cc1 (centres undefined)	-5%
70	CCN(CC)CCNC(=O)c1ccc2c(=O)n3nc(Nc4ccccc4)sc3nc2c1	u
71	O=C(COc1ccc(Cl)cc1)NCC(c1ccco1)S(=O)(=O)c1ccc(Cl)cc1 (centres undefined)	0%
72	Cc1ccc(CNC(=O)Cc2c(C(=O)O)c(C)cn2C)cc1	13%
73	COc1cccc(N2CCN(S(=O)(=O)c3cc(-c4cc(C)no4)ccc3C)CC2)c1	4%
74	Cc1ccc(S(=O)(=O)n2nc(C)c(S(=O)(=O)N3CCC(C)CC3)c2C)cc1	3%
75	O=C(CSc1nc(=O)n(CCN2CCOCC2)c2c1CCC2)Nc1ccccc1	-7%
76	COc1ccc(OC)c(NC(=O)c2cc(S(=O)(=O)NCCc3ccc(Cl)cc3)ccc2F)c1	-3%
77	COc1ccc(CC(=O)NCc2ccc3c(c2)CCN3C(=O)c2cccc(C)c2)cc1	7%
78	CCn1c(=O)cc(OCC(=O)Nc2ccccc2Cl)c2ccccc21	8%
79	Cc1cc(SCC(=O)Nc2ccc(C(F)(F)F)cc2)nc(=O)[nH]1	13%
80	COc1ccc(CNC(=O)CCC2N=C3c4ccccc4N=C(SCc4cccc(F)c4)N3C2=O)cc1 (centres undefined)	-2%
81	Cc1ccc(-n2nnnc2CNC(=O)c2ccccc2C)cc1C	0%
82	CC1Cc2cc(S(=O)(=O)NCc3ccc(F)cc3)ccc2N1C(=O)C1CCC1 (centres undefined)	-4%
83	O=C(NCc1ccc(F)cc1Cl)c1cc(=O)[nH]c2ccc(S(=O)(=O)N3CCCCC3)cc12	2%
84	COc1cccc(NC(=O)Cn2nc(C)c3c(C)n(-c4ccccc4)nc3c2=O)c1	-7%
85	CCCc1cnc2c(c1SCC(=O)Nc1cccc(C)c1C)c(=O)n(C)c(=O)n2C	11%
86	O=C(NC1CC(=O)N(c2ccccc2)C1)c1cccs1 (centres undefined)	-8%
87	Cc1ccc2nc(SC(Cc3cc(Cl)ccc3Cl)C(=O)O)[nH]c2c1 (centres undefined)	21%
88	COC(=O)c1ccc(OCC2c3cc(OC)c(OC)cc3CCN2C(=O)Cc2ccccc2)cc1 (centres undefined)	0%
89	CN1CC(=O)N(CC(=O)Nc2ccc(OC(F)(F)F)cc2)c2ccccc2C1=O	6%
90	CC(C)CCNC(=O)c1cc(-c2cccnc2)nc2ccc(S(=O)(=O)N3CCC(C)CC3)cc12	6%
91	COc1cccc(NC(=O)CSc2nnc3[nH]c(=O)cc(-c4ccccc4)n23)c1	u
92	Cn1cc(S(=O)(=O)c2ccccc2)c(=O)c2cc(F)c(N3CCCCC3)cc21	11%
93	Cc1cccc2sc(N(Cc3cccnc3)C(=O)Cc3ccccc3)nc12	u
94	O=C(NCc1noc2ccccc12)Nc1ccc(F)cc1F	u
95	CNC(=O)C1CCN(Cc2cc3ccccc3n2Cc2ccccc2C)CC1	2%
96	COc1ccc(OC)c(CNC(=O)CN2N=C(c3ccc(Cl)cc3)CCC2=O)c1	u
97	COc1ccc2cc(-c3nnc(Nc4ccccc4)s3)c(=O)oc2c1	u
98	CCOc1ccc(NC(=O)CSc2nc3nc(C)c(Cc4ccccc4)c(C)n3n2)cc1	-9%
99	Cc1cc(C)c(Nc2ncnc3c2cnn3C)c(C)c1	u
100	CCOC(=O)c1ccc(N2CCN(c3cc(C)ccc3C)CC2)c(NC(=O)Nc2ccc(CC)cc2)c1	-3%
101	CCCCCCNC(=O)c1c[nH]c2ccc(S(=O)(=O)N(C)c3ccc(C(C)C)cc3)cc2c1=O	-7%
102	Cc1ccccc1C(=O)NNc1ncnc2c1cnn2-c1cccc(Cl)c1	u
103	COc1cc(C2C(=O)N(C3CCCCCC3)CC(=O)N2Cc2ccccc2)ccc1OC(C)C (centres undefined)	-2%
104	COc1ccc(N2CC(NC(=O)c3cccs3)CC2=O)cc1OC (centres undefined)	-1%
105	COc1cccc(C(=O)Nc2ccc(-c3nc4ccccc4s3)cc2Cl)c1	1%
106	Cc1nc2nc(SCC(=O)NC3CCC(C)CC3)nn2c(C)c1Cc1ccccc1 (centres undefined)	9%
107	CC(C)(C)CC(=O)NC1CC(=O)N(c2ccc3c(c2)OCCO3)C1 (centres undefined)	-12%
108	COc1ccc(OC)c2sc(N3CCN(C(=O)C4CC4)CC3)nc12	-1%
109	CC(=O)Nc1cc(C(=O)NCc2ccc(F)cc2Cl)ccc1Sc1ccc(Cl)cc1	6%
110	COc1ccc(N2CCN(C(c3ccccc3)c3sc4nc(-c5ccco5)nn4c3O)CC2)cc1 (centres undefined)	u
111	COc1ccc(NC(=O)CSC2=Nc3ccccc3C3=NC(CC(=O)NCc4ccc(F)cc4)C(=O)N23)cc1 (centres undefined)	1%
112	O=C(Nc1cc(C(F)(F)F)ccc1Cl)c1cc(S(=O)(=O)NCc2ccccc2)ccc1F	9%
113	CCN(CC)c1nc2ccccc2nc1C(=O)Nc1cccc(C(C)=O)c1	4%
114	CCOC(=O)c1ccc(Nc2c(-c3cccc(O)c3)nc3nc[nH]n23)cc1	-3%
115	COC(=O)c1sccc1S(=O)(=O)N(CC(=O)Nc1ccccc1)c1ccccc1	u
